Source: PubChem (several laboratories)
BoNT F protease: BoNT F light chain protease inhibition. AID 588497. Multiplex microsphere protease cleavage assay, flow cytometry. inhibition, % at 10 µM. 360,000 tested, 0.22% active; in the data active = inhibition above about 35%, passing the limit was not always enough; inconclusive = no clear call, values can overlap the other calls; also: plate controls were buffer without enzyme for full effect and enzyme alone for no effect
PrPC surface inh: reduces human prion protein on the cell surface. inhibition, % at 13.8 µM. 370,000 tested, 0.43% active. P04156. cell surface PrPC, TR-FRET read-out; in the data active = inhibition above about 24%; also: 0% = median of the test wells and 100% = reference compound wells
CCHF vOTU inh: CCHFV vOTU protease inhibition. Pep-AMC fluorescence. inhibition, % at 11.5 µM. 370,000 tested, 0.55% active. AID 651958; also: 0% = vehicle wells with enzyme and 100% = no enzyme wells
BioA inh: blocks M. tuberculosis BioA enzyme activity; purified M. tuberculosis BioA enzyme, plate reader; inhibition, % at 9.99 µM; 360,000 tested, 0.096% active; in the data active = inhibition above about 40%; inconclusive = no clear call, values can overlap the other calls
FadD28 FP inh: inhibitors of Mycobacterium tuberculosis FadD28 bisubstrate binding; FadD28 bisubstrate probe binding, fluorescence polarization; inhibition, % at 12.5 µM; 360,000 tested, 0.22% active; in the data active = inhibition above about 8.5%, passing the limit was not always enough; inconclusive = no clear call, values can overlap the other calls
GDH-TPI counter: counter-screen for M. tuberculosis FBA inhibitors: GDH-TPI coupled enzymes; GDH-TPI coupled enzyme counterscreen, NADH absorbance; inhibition, % at 4.8 µM; 360,000 tested, 1.2% active; AID 588335;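 also: 0% = DMSO wells and 100% = wells lacking the enzyme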
FBA Mtb inh: Mtb fructose-bisphosphate aldolase inhibition. purified M. tuberculosis FBA, fluorescence read-out. 360,000 tested, 2.3% active. inhibition, % at 1 µM; in the data active = inhibition above about 27%;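 also: 0% = vehicle and 100% = reference inhibitor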
Target sequence (P9WQA3 whole entry, looked up): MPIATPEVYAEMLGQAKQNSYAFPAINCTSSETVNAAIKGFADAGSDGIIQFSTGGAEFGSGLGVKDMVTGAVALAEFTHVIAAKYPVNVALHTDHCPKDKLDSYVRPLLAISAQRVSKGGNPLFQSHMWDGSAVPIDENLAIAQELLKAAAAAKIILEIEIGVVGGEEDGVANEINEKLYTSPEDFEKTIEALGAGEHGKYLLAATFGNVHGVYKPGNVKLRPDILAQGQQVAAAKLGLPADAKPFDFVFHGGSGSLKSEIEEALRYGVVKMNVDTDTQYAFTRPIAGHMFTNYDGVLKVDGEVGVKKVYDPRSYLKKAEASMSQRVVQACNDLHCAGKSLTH
BoNT A protease: blocks Botulinum neurotoxin A light chain protease | 360,000 tested, 0.17% active | inhibition, % at 10 µM | AID 588499 | multiplex microsphere protease substrate cleavage, flow cytometry; in the data active = inhibition above about 30%; inconclusive = no clear call, values can overlap the other calls; also: plate controls were buffer without enzyme for full effect and enzyme alone for no effect
UGM FP inh: inhibitors of M. tuberculosis UDP-galactopyranose mutase | P9WIQ1 | purified UGM, fluorescence polarization probe displacement | inhibition, % at 10 µM | 320,000 tested, 0.06% active | AID 504406; in the data active = inhibition above about 10%, passing the limit was not always enough; inconclusive = no clear call, values can overlap the other calls
Target sequence (P9WIQ1 whole entry, looked up): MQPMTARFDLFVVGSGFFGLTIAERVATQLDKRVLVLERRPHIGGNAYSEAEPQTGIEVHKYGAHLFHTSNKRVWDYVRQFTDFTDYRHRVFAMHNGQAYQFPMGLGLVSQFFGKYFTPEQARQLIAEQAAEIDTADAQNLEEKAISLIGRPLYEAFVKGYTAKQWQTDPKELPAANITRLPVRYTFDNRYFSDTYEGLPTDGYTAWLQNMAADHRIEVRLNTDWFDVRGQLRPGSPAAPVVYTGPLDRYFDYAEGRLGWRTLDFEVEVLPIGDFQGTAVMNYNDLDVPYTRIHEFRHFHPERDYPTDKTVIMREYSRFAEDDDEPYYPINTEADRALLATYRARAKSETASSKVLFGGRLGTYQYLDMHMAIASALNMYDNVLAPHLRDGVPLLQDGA
An asterisk follows results filed as active; ? = inconclusive; . = not tested or not shown; & = joins results of further samples. Rule as the data show it, unless noted: active = inhibition above about 30%; inactive = the rest.

The opening five records, ahead of the listing:
SMILES	BoNT F protease	PrPC surface inh	CCHF vOTU inh	BioA inh	FadD28 FP inh	GDH-TPI counter	FBA Mtb inh	BoNT A protease	UGM FP inh
O=C(C(NS(=O)(=O)c1cccs1)c1ccccc1)N1CCN(c2ccccc2F)CC1 (configuration not stated)	-4.4	6.0	2.1	0.8	1.8	4.1	0.9	1.0	-0.2
CC(C)CN(C(=O)COC(=O)c1ccc2c(c1)OCO2)c1c(N)n(Cc2ccccc2)c(=O)[nH]c1=O	-7.7	5.5	8.8	-2.2	0.4	3.8	-0.2	-2.9	3.3
COc1ccc(OC)c(N(CC(=O)N2CCCCC2)S(=O)(=O)c2ccc(OC)c(OC)c2)c1	-1.6	-2.4	14.9	0.5	1.5	-6.0	-0.6	-0.8	-0.8
CC1CC(C)CN(S(=O)(=O)N2CCC(C(=O)NCc3ccco3)CC2)C1 (configuration not stated)	-1.6	0.0	4.0	.	-0.8	1.9	-0.8	-0.2	-2.6
O=C(COC(=O)/C=C/c1ccc(Cl)cc1)NCCc1ccccc1	-2.7	-5.5	-1.7	1.3	-5.3	-3.1	0.1	-0.3	0.6

All compounds of this part, from the start:
SMILES	BoNT F protease	PrPC surface inh	CCHF vOTU inh	BioA inh	FadD28 FP inh	GDH-TPI counter	FBA Mtb inh	BoNT A protease	UGM FP inh
O=C(C(NS(=O)(=O)c1cccs1)c1ccccc1)N1CCN(c2ccccc2F)CC1 (configuration not stated)	-4.4	6.0	2.1	0.8	1.8	4.1	0.9	1.0	-0.2
CC(C)CN(C(=O)COC(=O)c1ccc2c(c1)OCO2)c1c(N)n(Cc2ccccc2)c(=O)[nH]c1=O	-7.7	5.5	8.8	-2.2	0.4	3.8	-0.2	-2.9	3.3
COc1ccc(OC)c(N(CC(=O)N2CCCCC2)S(=O)(=O)c2ccc(OC)c(OC)c2)c1	-1.6	-2.4	14.9	0.5	1.5	-6.0	-0.6	-0.8	-0.8
CC1CC(C)CN(S(=O)(=O)N2CCC(C(=O)NCc3ccco3)CC2)C1 (configuration not stated)	-1.6	0.0	4.0	.	-0.8	1.9	-0.8	-0.2	-2.6
O=C(COC(=O)/C=C/c1ccc(Cl)cc1)NCCc1ccccc1	-2.7	-5.5	-1.7	1.3	-5.3	-3.1	0.1	-0.3	0.6
Cc1ccccc1-n1c(SCC(=O)N2CCOCC2)nc(O)cc1=O	-3.7	-4.0	8.3	-0.3	-4.0	-7.2	-1.4	?	-1.2
CCOc1ccc(NC(=O)C2CCCN2S(=O)(=O)c2ccc3c(c2)C(C)(C)C(=O)N3C)cc1 (configuration not stated)	-11.0	-4.1	2.3	1.8	-3.1	0.9	0.1	-0.6	0.0
NS(=O)(=O)c1ccc(CCN2C(=O)CCC2=O)cc1	8.2	10.2	8.2	.	-0.8	-0.4	-1.7	-2.3	-2.4
Cc1nnc(N/N=C/c2ccco2)n1N	-8.8	-12.7	88.6*	.	-4.7	7.3	-14.7	-0.3	1.9
CCN1CCCC1CNC(=O)c1cc([N+](=O)[O-])c(N(C)C)cc1OC (configuration not stated)	?	-11.5	3.0	-1.2	-0.3	16.8	-4.4	-2.0	2.9
O=C(c1ccco1)N1CCCN(Cc2nc(Cc3ccccc3)no2)CC1	-1.4	7.1	-5.5	-0.7	0.6	1.4	3.6	0.6	2.3
c1ccc2c(c1)OC1OC2Oc2ccccc21	-2.1	.	.	.	-0.5	-0.5	4.3	-0.1	.
CN(C)c1ccc(-c2cc(NC=O)c3ncc(-c4ccc(F)c(Cl)c4)n3c2)cc1	-9.7	-1.9	21.0	-1.9	-0.8	14.7	0.6	-0.6	.
O=C(COC(=O)/C=C/c1ccc([N+](=O)[O-])cc1)NC(=O)NC1CCCCC1	-0.3	-12.8	12.4	-2.3	1.5	7.3	2.7	-0.2	-0.2
CCOC(=O)c1cc(-c2ccccc2)sc1NC(=O)C(C)Sc1nnc(C)s1 (configuration not stated)	-3.4	1.3	-0.5	0.0	-4.1	7.8	-2.5	0.4	2.5
CC(C)(C)C(=O)N=C1SC2CS(=O)(=O)CC2N1c1ccc2c(c1)OCO2 (configuration not stated)	0.0	4.8	-1.1	0.7	-3.2	-3.6	-0.5	-0.6	-1.0
O=C(Oc1cccc(OC(=O)N2CCCCC2)c1)N1CCCCC1	-5.8	-15.1	0.2	-0.2	-1.7	-4.8	-2.2	-0.2	-2.3
CN1CCC(N(C)CC(C)(C)NS(=O)(=O)c2ccccc2)CC1	4.4	3.9	-3.7	1.1	1.8	9.1	2.5	-0.4	-0.2
CCCOc1cccc(-c2cc(C(=O)N/N=C/c3ccccn3)c3ccccc3n2)c1	-3.3	3.9	14.7	-0.8	-1.8	6.3	-2.5	-3.0	-2.6
N/C(=N\OC(=O)c1cnn(-c2ccccc2)c1C(F)(F)F)c1cc(C(F)(F)F)cc(C(F)(F)F)c1	1.5	2.1	5.9	.	-0.5	.	.	-1.0	1.7
CCc1ccc(NC(=O)CSc2nnc(-c3n[nH]c4ccccc34)n2-c2ccccc2)cc1	-4.2	1.1	12.4	.	-1.3	8.3	-0.6	-0.1	1.3
C[C@H](CO)N1C[C@H](C)[C@H](CN(C)C(=O)Cc2ccccc2)OCc2cnnn2CCCC1=O	1.5	1.1	-1.7	0.7&-1.0&0.7	0.3	-4.1	2.1	0.3	.
Cc1ccc(C2(c3noc(CN(C)CC4CCCCO4)n3)CCCC2)cc1 (configuration not stated)	0.8	1.7	-8.2	3.0	1.2	-16.9	7.4	0.9	-0.2
CCOc1ccc(/C=N/NC(=O)c2cc(-c3ccco3)nc3ccccc23)cc1	5.9	2.2	-30.4	.	0.1	13.1	8.0	0.8	-0.7
N#Cc1ccc(-c2nc3ccc(Br)cc3c(=O)n2O)cc1	6.4	-0.1	-5.3	0.8	-2.5	-2.9	-0.2	-0.1	6.3
O=C(OCCOc1ccccc1)c1cccc(S(=O)(=O)N2CCOCC2)c1	-0.8	8.8	0.0	-0.5	0.3	4.8	0.3	2.9	-1.5
COC(=O)c1cc2sccc2n1CC(=O)Nc1cc(OC)cc(OC)c1	-5.7	9.3	14.7	-1.4	-3.4	13.5	0.1	0.8	-2.1
O=C(NC1CC1)C1CCCN(C(=O)Nc2ccc(F)cc2)C1 (configuration not stated)	-8.1	30.9*	-21.3	0.2	0.0	-2.2	-1.0	-0.2	4.3
COc1ccc(C2CC(c3cccs3)=NN2C(=O)CSc2nc(=O)n3ccccc3n2)cc1 (configuration not stated)	8.0	-16.4	3.2	0.8	0.1	30.3	4.5	0.9	.
CCOc1ccc(NC(=O)CCN2CCN(c3ccccc3)CC2)cc1	-10.1	-2.4	4.6	0.3	-0.7	-0.5	2.6	-0.5	1.0
COCCCNC(=O)c1c(-c2ccccc2)noc1C	-4.9	-0.7	-6.4	-1.0	-1.3	5.0	-1.0	-0.9	-2.0
CCN1CCN(C(=O)C(=O)c2c(C)[nH]c3ccccc23)CC1	-9.0	3.5	2.6	.	-3.0	0.0	0.6	-0.8	1.8
COCCCN(C(=O)CSc1nc2ccccc2c(=O)n1C)c1c(N)n(Cc2ccccc2)c(=O)[nH]c1=O	4.5	1.9	-6.8	-1.3	-0.5	4.4	-0.5	3.7	.
CCC(=O)Nc1ccc2ccccc2c1	-5.2	4.1	-9.9	-0.6	-6.1	-10.7	0.1	0.5	-1.0
Nn1cnnc1SCC(=O)Nc1ccc2c(c1)OCO2	-4.9	.	.	.	0.0	-1.3	4.2	-0.5	0.0
CCOc1ccc(C(=O)CCC(=O)N2CCN(c3ccc(O)cc3)CC2)cc1	15.5	5.4	5.5	-0.8	0.5	3.5	-0.6	9.4	2.1
CCCCC(=O)N/C(N)=N/c1nc2ccccc2o1	-3.2	-4.0	5.8	.	-1.6	-2.4	1.5	-0.5	4.0
Cc1ccc(NC(=O)COC(=O)c2ccc3c(c2)OCO3)c(C)c1	-2.8	0.8	-2.3	-0.5	-2.3	18.2	0.8	-0.8	1.7
C/C(=N\N=c1/sc2ccccc2n1C)c1ccc(N2CCOCC2)cc1	-10.3	4.7	1.9	.	-2.6	8.7	-4.3	-1.7	0.9
Cn1c(=O)cc(SCC(=O)NCC2CCCO2)c2ccccc21 (configuration not stated)	7.4	-7.9	-6.5	1.0	-1.2	7.5	4.6	-0.6	-1.2
O=C(NCc1cccs1)c1cc(S(=O)(=O)N2CCOCC2)ccc1N1CCCC1	-5.7	-5.5	7.0	-0.3	0.7	8.6	0.1	-0.1	-1.5
O=C(NCc1ccc2c(c1)OCO2)C1CC(=O)N(CCc2ccccc2)C1 (configuration not stated)	1.8	-5.7	5.9	2.6	-2.5	-2.4	-0.5	0.1	-1.1
COCCOc1cc(N2C(=O)CSCC2=O)c(Cl)cc1Cl	-17.4	6.3	-11.7	4.9	-0.8	9.2	1.8	-2.2	1.8
Cc1ccc([C@@H]2[C@@H]3C(=O)N(c4ccccc4)C(=O)[C@@H]3[C@]3(Cc4ccccc4)C(=O)N(CC4CC4)CC(=O)N23)o1	-2.8	-0.1	8.9	-0.6	0.1	4.0	1.1	0.0	-1.7
O=C(Nc1ccc(-c2noc(COc3ccccc3Cl)n2)cc1)c1ccco1	-0.6	12.8	12.6	-1.7	-3.2	8.7	0.7	0.3	-0.6
COc1ccc(CNC(=O)C(c2ccco2)N(C(=O)c2ccccn2)c2ccccc2)cc1 (configuration not stated)	0.7	-3.2	8.1	.	-3.6	-4.5	-3.1	-0.2	-1.7
CN(CC(=O)Nc1ccc(Cl)c(C(F)(F)F)c1)Cc1cc(=O)n2ccsc2n1	1.8	9.2	3.6	-0.9	-0.4	11.0	-0.9	-1.0	-2.6
Cc1c(C(=O)NCC(C)(C)N2CCOCC2)oc2ccccc12	-5.7	-6.1	13.6	5.5	-2.2	1.6	-2.0	-1.4	-1.4
Cc1cc(C)n2cc(CSc3nnc(-c4ccccc4)c(-c4ccccc4)n3)nc2n1	-7.0	5.6	-8.8	.	-5.0	-3.4	0.3	0.0	.
COc1ccc(-c2cc(C(=O)NC(Cc3cc4ccccc4[nH]3)C(=O)O)c(C)o2)cc1OC (configuration not stated)	-0.8	8.0	10.7	.	1.4	1.9	4.4	-0.2	0.3
Cc1ccc(/C=N/NC(=O)CNC(=O)Cc2ccccc2)o1	3.1	-7.3	1.3	.	-0.1	4.3	5.0	0.1	1.1
O=c1c2cn(Cc3ccc(F)cc3)c3ccccc3c-2nn1Cc1ccc(F)cc1	-0.2	2.0	6.6	-2.3	0.0	-3.8	3.5	-0.2	.
CC(C)Cn1c(SC(C)C(=O)Nc2ccc3c(c2)OCCO3)nc2ccccc2c1=O (configuration not stated)	-5.2	3.4	-1.5	-0.7	-2.7	6.7	-0.8	-1.0	.
Oc1[nH]c2ccccc2c1N=Nc1c(F)c(F)c(C(F)(F)F)c(F)c1F	15.3	2.1	-12.7	-1.1	-4.1	-11.2	-0.8	-6.1	1.9
Cn1cnc(C(F)(F)F)c1-c1ccc([N+](=O)[O-])cc1	0.8	-14.3	9.7	.	0.2	2.9	3.8	0.3	1.5
O=C(CNC(=O)c1cccc(OC(F)F)c1)Nc1ccc(Cl)cc1	?	9.8	7.2	.	0.8	1.1	2.1	-0.4	0.4
Cc1ccc(-c2ccc(/C=N/n3cnnc3)o2)cc1	?	-15.0	18.7	.	-3.3	25.3	2.4	?	-1.5
CCCCn1c(N)c(N(CCOC)C(=O)COC(=O)COc2c(C)cc(C)cc2C)c(=O)[nH]c1=O	.	4.5	-5.7	-1.0	-1.6	7.4	0.7	.	6.1
CCOC(=O)c1c2c(c(=S)n(-c3ccccc3)c1N)CCC2	0.0	-3.2	-2.4	11.0	-0.2	6.8	-4.0	0.0	-1.8
O=C(NC1CCCCC1)c1ccc(N2CCCC2=O)cc1	-6.5	0.9	5.4	-1.0	1.0	8.2	2.3	-0.3	-2.3
CCn1c2ccccc2c2cc(NC(=O)N3CCOCC3)ccc21	4.2	0.2	2.3	-0.6	-0.2	7.5	13.7	8.2	1.3
CS/C(=C\[N+](=O)[O-])Nc1ccccc1	-7.2	5.0	0.1	0.2	-0.2	6.9	2.7	0.0	1.4
Cc1cccc(CSCC(=O)N2CCN(S(=O)(=O)c3ccccc3C#N)CC2)c1	-4.7	2.9	-15.5	0.1	-4.9	1.8	-1.9	-0.3	.
